Bioassay records: PubChem BioAssay, National Center for Advancing Translational Sciences (NCATS)
GAA glycogen: GAA glycogen-cleavage inhibition or activation; P10253; Potency, µM (top dose mostly 76.4 µM), for inactives: at the top dose activity change, negative = inhibition, most hits filed as inhibitors; recombinant GAA, glycogen substrate, Amplex Red glucose oxidase fluorescence; actives 0.38% (n = 300,000); active means well fitted inhibition curve with a large enough effect; inconclusive means small, poorly fitted or top-dose-only effect, or another doubt; inactive means no such curve, though single readings can be large or run the other way;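 further: 0% = full enzyme reaction and -100% = no-enzyme basal signal; the screen sought inhibitors and activators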
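Recombinant human alpha-glucosidase (4 nM final) hydrolysed bovine liver glycogen (30 ug) for 40 min at 37 C in pH 5.0 citrate/phosphate with 0.01% Tween-20. Released glucose detected by glucose oxidase/Amplex Red, Ex 573/Em 610 nm. Compounds up to 77 uM; AC50 from Hill fits.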
Numbers without * were called inactive; ? = inconclusive; & = joins results of further samples; [ ] = another dose, or the depositor's remark. Potency means the concentration at half of the fitted maximal effect. Some of the compounds tested. The share of hits here may be higher or lower than overall.

SMILES	GAA glycogen
CCC(CC)CN1C(Nc2ccccc2)=NC[C@@H]1CC(C)C	-14.8%[76.3 µM]
Cc1ccc(CNc2ccccc2C(=O)O)s1	1.1%[76.3 µM]
CCOc1ccccc1/C=C/c1nc2ccccc2[nH]c1=O	9.7%[76.3 µM]
O=C(NCCc1ccccc1)c1cnc2ccccc2n1	2.2%
CCOC(=O)c1c(S(=O)(=O)NCC2CCN(Cc3cccc(F)c3)CC2)c(C)n(C)c1C	9.9%[76.3 µM]
CC(=O)N1CCc2c(sc3c2c(=O)n(Cc2ccccc2)c(=O)n3Cc2ccccc2Cl)C1	-9.9%[76.3 µM]
Cc1nc2c(c(C)nn2-c2ccccc2)c(C)c1CCC(=O)NCc1ccccc1	-0.3%[76.3 µM]
Cc1[nH]c2ccccc2c1C(=O)C(=O)NCCCc1ccccc1	3.2%[76.3 µM]
CCOc1ccccc1/C=N/NC(=O)c1nnn(-c2nonc2N)c1CN1CCC(C)CC1	-4.1%
CCCN1CCN(CCCNC(=O)Cn2nc(C)n3c(cc4cc(F)ccc43)c2=O)CC1	-7.8%&-4.8%[76.3 µM]

For reference, part of the list above:
SMILES	GAA glycogen
CCC(CC)CN1C(Nc2ccccc2)=NC[C@@H]1CC(C)C	-14.8%[76.3 µM]
Cc1ccc(CNc2ccccc2C(=O)O)s1	1.1%[76.3 µM]
CCOc1ccccc1/C=C/c1nc2ccccc2[nH]c1=O	9.7%[76.3 µM]
O=C(NCCc1ccccc1)c1cnc2ccccc2n1	2.2%
CCOC(=O)c1c(S(=O)(=O)NCC2CCN(Cc3cccc(F)c3)CC2)c(C)n(C)c1C	9.9%[76.3 µM]

Going on with the list.
SMILES	GAA glycogen
COc1ccc(CN(CCc2ccccc2)Cc2ccccc2)cc1OC	1.3%[76.3 µM]
N#CCc1nc(C(c2ccccc2)c2ccccc2)no1	-6.7%
COCCN1C(=O)C(=O)/C(=C(/O)c2ccc(S(=O)(=O)N3CCCCC3)cc2)C1c1ccc(OC)c(OC)c1 (stereo not given)	1.5%[76.3 µM]
Cc1ccc(Cl)c(OCC(=O)N2CCc3ccccc3C2)c1	16.6%[76.3 µM]
Fc1ccc(-c2ccnn2-c2ccccc2)cc1	6.4%
Cc1ccc(C(=O)N2CCC(C(=O)NCc3ccco3)CC2)cc1	-5.2%
CN(C)C(=O)c1cc(C(=O)c2ccccc2Br)c[nH]1	6.6%
CNC(=O)c1cc(C(=O)c2ccc(F)cc2Cl)c[nH]1	1.7%
O=[N+]([O-])c1cc(-c2nc(-c3ccncc3)no2)ccc1NCc1ccccc1	0.0%[76.3 µM]
CC(C)[C@H](NC(=O)[C@@H]1Cc2ccccc2CN1C(=O)OC(C)(C)C)C(=O)NCc1ccco1	-5.6%[76.3 µM]
Nc1ccc(C(=O)CC(=O)Nc2ccc(Cl)cc2)cc1	-7.7%
Cc1nc2sc(C)c(C)n2c(=O)c1S(=O)(=O)N1CCN(c2ccccc2F)CC1	11.9%[76.3 µM]
COC(=O)c1ccccc1NC(=O)CSc1nc(=O)cc(N)n1-c1ccccc1	11.7%[76.3 µM]
O=C(Cn1c(=O)oc2cc(S(=O)(=O)N3CCCCC3)ccc21)Nc1cccc(Cl)c1	17.0%[76.3 µM]
C/C(CC(=O)Nc1ccc(C)c(Cl)c1)=N\NC(=O)c1cccc(O)c1	?
Cc1cc(C)c(NC(=O)C2CCN(c3nn4c(=O)cc(C)nc4s3)CC2)c(C)c1	14.1%[76.3 µM]
Cc1ccc(Cn2c(C)c3cnn(CC(=O)NCc4ccccc4)c(=O)c3c2C)cc1	-3.0%[76.3 µM]
COC(=O)CCNC(=O)Cc1c(C)n(C(=O)c2ccc(Cl)cc2)c2ccc(OC)cc12	-10.4%
Cc1ccc(O)c(-c2ccnc3cc(-c4ccc(Cl)cc4)nn23)c1	10.3%[76.3 µM]
Cc1ccc2c(c1)N(C(=O)CCC(=O)NCc1cccs1)CC(C)O2 (stereo not given)	13.9%[76.3 µM]
CCOC(=O)N1CCN(C(=O)CNC(=O)c2nn(-c3ccc(OC)cc3OC)c(=O)c3ccccc23)CC1	-17.5%
Cc1occc1-c1nnc(SCC(=O)NC2CC2)n1C(C)C	-9.4%[76.3 µM]
CC1CCC(NC(=O)C2CCC(CNS(=O)(=O)c3ccccc3)CC2)CC1 (stereo not given)	1.3%
CSc1ccc(CN2CCC(Oc3cccc(C(=O)N4CCCC4)c3)CC2)cc1	0.5%[76.3 µM]
CCCCC(CC)Cn1c(Oc2ccccc2)nc2c1c(=O)n(C)c(=O)n2C (stereo not given)	-15.4%[76.3 µM]
CC(C)CCSc1nnc2n(-c3ccccc3)c(=O)c3c4c(sc3n12)CC(C)CC4 (stereo not given)	16.0%[76.3 µM]
CCOc1ccccc1N1CCN(C(=O)c2ccc(-c3ccc(OC(C)=O)cc3)cc2)CC1	-0.4%
Cc1cc(C)c(NC(=O)Cn2nnc3sc4c(c3c2=O)CCC(C(C)(C)C)C4)c(C)c1 (stereo not given)	10.9%[76.3 µM]
C=Cc1ccc(Cn2c(C)c(CNCCc3ccccc3C)c(C(=O)O)c2C)cc1	5.0%[76.3 µM]
COc1ccc(-c2cc3c(=O)n(CC(=O)N4CCCCC4)ncn3n2)cc1	2.1%[76.3 µM]

Some of the entries above in a different format:
GAA glycogen | Compound
-9.4%[76.3 µM] | Cc1occc1-c1nnc(SCC(=O)NC2CC2)n1C(C)C
1.3% | CC1CCC(NC(=O)C2CCC(CNS(=O)(=O)c3ccccc3)CC2)CC1 (stereo not given)
0.5%[76.3 µM] | CSc1ccc(CN2CCC(Oc3cccc(C(=O)N4CCCC4)c3)CC2)cc1
-15.4%[76.3 µM] | CCCCC(CC)Cn1c(Oc2ccccc2)nc2c1c(=O)n(C)c(=O)n2C (stereo not given)
16.0%[76.3 µM] | CC(C)CCSc1nnc2n(-c3ccccc3)c(=O)c3c4c(sc3n12)CC(C)CC4 (stereo not given)

(next part)
SMILES	GAA glycogen
Cc1cc(Cl)ccc1OCC(=O)Nc1ccccc1C(=O)N1CCOCC1	-10.5%[76.3 µM]
CCN(CC)CCNC(=O)C1(O)c2cc(Br)ccc2NC(=O)N1c1cccc(OC)c1 (stereo not given)	2.1%
O=c1c(-c2ccc(Cl)cc2)c[nH]n1-c1ccccc1	?
NS(=O)(=O)c1ccc(CNC(=O)c2cc(=O)c3cc(Cl)ccc3o2)cc1	-3.4%
COc1ccc(/C=N/NC2=NS(=O)(=O)c3ccccc32)cc1OC	3.6%
CCOC(=O)c1ccc(NC(=O)c2cn(-c3ccccc3)nc2-c2ccc(Br)cc2)cc1	-0.1%[76.3 µM]
Cc1ccc(CN(Cc2ccco2)C(=O)c2ccc(Cl)cc2)o1	-16.9%[76.3 µM]
COc1cccc(C(=O)Nc2ccccc2-c2nnc(-c3cc(OC)ccc3Br)o2)c1	14.1%[76.3 µM]
Cc1cc(Nc2ccc([N+](=O)[O-])cc2)c2ccccc2n1	-8.5%[76.3 µM]
O=C(c1cccc(Oc2ccccc2)c1)N1CCOCC1	4.3%[76.3 µM]
CCC1CCCCN1CC(=O)c1c(C)[nH]c2cc(C)ccc12 (stereo not given)	0.2%
CC(=O)c1sc(=S)n(Cc2ccccc2)c1C	-4.9%
Cc1cc(C)cc(NC(=O)C2C3C=CC4(O3)C2C(=O)N(CCCN2CCCC2)C4C(=O)NC2CCCC(C)C2C)c1 (stereo not given)	5.2%
CN1C(=O)CCC(CCC(=O)O)(c2ccccc2O)C1=O (stereo not given)	1.5%
CC(=O)NC(Cc1ccc(C)cc1)C(=O)NC1CCN(S(=O)(=O)c2ccccc2)CC1 (stereo not given)	4.9%
N#C/C(=C/Nc1ccccc1F)S(=O)(=O)c1ccc(Cl)cc1	2.4%
COc1ccc(-c2oc3ccccc3c2C(=O)OCc2ccc([N+](=O)[O-])cc2)cc1	15.6%[76.3 µM]
CCC(C(=O)Nc1c(C)cc(C)cc1C)n1c(=O)c(-c2ccccc2NC(C)=O)nc2ccccc21 (stereo not given)	4.8%[76.3 µM]
CCC(C)(C)NC(=O)C1CCC(CNS(=O)(=O)c2cccc3nsnc23)CC1 (stereo not given)	-0.8%[76.3 µM]
CCN(CC(=O)N1CCN(Cc2ccccc2)CC1)S(=O)(=O)c1ccc(F)cc1	0.3%[76.3 µM]
CCOc1ccccc1-c1noc(CCC(=O)Nc2cccnc2)n1	2.5%[76.3 µM]
NC(=O)c1ccc(OCC2CCCO2)cc1 (stereo not given)	0.9%[76.3 µM]
CC(=O)NN1C(=O)c2ccccc2NC1c1ccccc1O (stereo not given)	2.1%
COc1cc(CC(=O)OCC(=O)N2CCCCC2C)cc(OC)c1OC (stereo not given)	-1.1%
CC(C)CCNC(=O)c1nn(Cc2ccccc2)c(=O)c2ccccc12	-2.7%
CCc1ccc(NC(=O)N2CCCCCC2)cc1	0.4%[76.3 µM]
COc1ccc(C(=O)NC(=S)NC2CCCCC2)cc1	-6.4%[76.3 µM]
CCc1ccc(-n2c(=O)c3c4c(sc3n(CC(=O)N3CCCCC3CC)c2=O)CCC4)cc1 (stereo not given)	-9.1%[76.3 µM]
COc1ccc(OCc2nnc(SCC(=O)NC3CCCCC3)o2)cc1	-13.1%
C#CCOc1ccc(C2C(C#N)=C(N)Oc3cc(O)ccc32)cc1 (stereo not given)	-17.8%[76.3 µM]
Cc1cc(NC(=O)Nc2cc(Cl)sc2Cl)no1	-3.9%
COc1ccccc1C(=O)C1CCCN(C(=O)c2ccccc2Cl)C1 (stereo not given)	-4.2%[76.3 µM]
Cc1ccc(NC(=O)c2cccc3ccccc23)cc1	7.8%[76.3 µM]
COc1ccc2c(c1)C(=O)CC(c1ccc(OC)c(OC)c1)O2 (stereo not given)	-12.0%[76.3 µM]
O=C(O)c1ccc(-n2nc(C(F)(F)F)cc2-c2cccs2)cc1	0.2%
CC(=O)Nc1ccc(NC(=O)c2ccc(NS(=O)(=O)c3cccc4cccnc34)cc2)cc1	0.2%
CCNS(=O)(=O)c1ccc(CCC(=O)Nc2ccc3c(c2)OCO3)cc1	-1.2%[76.3 µM]
CC1CCCCN1S(=O)(=O)c1ccc(-n2cnnn2)cc1 (stereo not given)	2.8%
O=C(Nc1ccc(Br)cc1)C1CCN(c2cnccn2)CC1	-4.1%&11.9%[76.3 µM]
NC(=O)CC(NC(=O)Cc1ccc(Cl)cc1)c1ccc(NC2CCN(Cc3ccccc3)CC2)c([N+](=O)[O-])c1 (stereo not given)	18.2%[76.3 µM]
COc1ccc(/C=C/C(=O)NC2CCCCC2C)cc1 (stereo not given)	9.3%[76.3 µM]
Cc1cc(=O)n2[nH]c(NC(=O)c3cccc(Cl)c3)nc2n1	-26.9%[76.3 µM]
O=C(NCc1ccccc1)c1cccnc1	-11.2%[76.3 µM]
Cc1ccc(Cn2c(=O)c3cccnc3n(CC(=O)Nc3cc(Cl)ccc3C)c2=O)cc1	14.8%[76.3 µM]
COc1cccc(C(=O)N2CCC(C(=O)Nc3cccc(Cl)c3)CC2)c1	16.5%[76.3 µM]
O=C(c1cc(-c2cccc(O)c2)on1)N1CCCCCC1	4.3%[76.3 µM]
CCCCCCNC(=O)c1cn(CC)c2cc(N3CCN(C)CC3)c(F)cc2c1=O	-7.1%
Cc1ccc(-n2c(N)cc(=O)nc2SCC(=O)N2CCN(c3ccccc3)CC2)cc1C	-25.5%[76.3 µM]
COCc1cc(C)nc(SCC(=O)Nc2nc(C)cs2)c1C#N	-17.2%
COc1ccccc1NC(=O)CNC(=O)Cn1c(C)cc2ccccc2c1=O	0.0%
The list continues:
SMILES	GAA glycogen
Cc1ccc(S(=O)(=O)NCCc2nnc3ccc(SCC(=O)Nc4c(C)cc(C)cc4C)nn23)cc1	-2.8%[76.3 µM]
O=C(Nc1cccc(S(=O)(=O)N2CCCC2)c1)c1cccnc1	0.7%[76.3 µM]
O=C(c1ccc(Cl)cc1)C1CCN(Cc2ccccc2)CC1	1.1%[76.3 µM]
CC(C)OCCCNC(=O)CN1C(=O)c2cccc3cccc1c23	-4.7%[76.3 µM]
COc1ccc(CCNC(=O)C2C3CCC(C3)C2C(=O)O)cc1OC (stereo not given)	-0.8%[76.3 µM]
COc1ccc(OC)c(NC(=O)CCC(=O)Oc2ccc(C)cc2)c1	-6.0%[76.3 µM]
COc1ccc(C(=O)Nc2cc(NC(=O)c3ccco3)ccc2OC)cc1Cl	-2.8%[76.3 µM]
O=C(CCN1CCN(c2ccccc2F)CC1)Nc1ccc(F)cc1	7.0%[76.3 µM]
CC(=O)N1CCN(c2ccccc2NC(=O)c2ccc(Br)o2)CC1	-9.5%[76.3 µM]
CCCSc1oc(-c2ccco2)nc1S(=O)(=O)c1ccc(C)cc1	0.9%
Cc1ccc(C(=O)NCC(=O)Nc2ccncc2)cc1	-4.7%[76.3 µM]
CCOc1ccccc1C(=O)Oc1cc(C)[nH]c(=O)c1[N+](=O)[O-]	-0.8%[76.3 µM]
Cc1cccn2c(=O)c3cc(C(=O)NCC4CCCO4)c(=N)n(CC4CCCO4)c3nc12 (stereo not given)	-7.9%
O=C(Cc1ccc([N+](=O)[O-])cc1)NNC(=O)c1ccc2c(c1)OCO2	0.6%[76.3 µM]
COc1cccc(S(=O)(=O)NCc2ccc(C(=O)N3CCN(Cc4ccccc4)CC3)cc2)c1	-9.9%[76.3 µM]
COc1ccc(CCN2C(=O)N(c3ccc(F)cc3)C(=O)C2CC(=O)Nc2ccccc2)cc1 (stereo not given)	1.8%[76.3 µM]
Cc1cc(NS(=O)(=O)c2ccc(NC(=O)C(C)Oc3cc(C)c(Cl)c(C)c3)cc2)no1 (stereo not given)	-3.0%[76.3 µM]
CCc1ccc(C(C(=O)NC2CCCC2)N(C(=O)c2csnn2)C2CC2)cc1 (stereo not given)	0.4%
COc1ccc(CSc2nc3ccncc3n2CC(=O)Nc2cc(C)cc(C)c2)cc1	-3.4%[76.3 µM]
CCC(=O)Nc1cccc(C2=NN(c3ccccc3)C(c3ccc(OC)cc3)C2)c1 (stereo not given)	-11.9%
